Source: PubChem BioAssay (Broad Institute)
Tcruzi prolif – blocks T. cruzi growth in NIH3T3 culture; T. cruzi beta-gal in NIH3T3, GalScreen luminescence, 90 h; inhibition, % at 8.34 µM; 77,000 tested, 5.9% active; AID 624255;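 active = mean inhibition above about 93%, with at least 55% of replicates each passing it, limit read from the data, passing the limit was not always enough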
C diff HTS – inhibitors of Clostridium difficile growth; growth activity, negative = inhibition, % at 16 µg/mL (by protocol); Clostridium difficile clinical isolate growth, OD600, 24 h; hits give low values; 86,000 tested, 0.25% active;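 active = mean growth activity at or below -80% and every replicate also at or below -80%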;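 note: 0% = DMSO wells and -100% = levofloxacin 16 µg/mL wells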
Pf Dd2 inh – inhibitors of Plasmodium falciparum Dd2 growth; activity change, % at 10 µM; 94,000 tested, 2.3% active; P. falciparum Dd2 growth, SYBR Green, 72 h; hits give low values; in the data active = activity change below about -80%
KDM4C inh – blocks human GASC-1 (KDM4C) demethylase activity. inhibition, % at 12.5 µM. AID 720574. Q9H3R0. 96,000 tested, 0.15% active. GST-KDM4C 2-372, H3K9me3 peptide, LANCE TR-FRET;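 active = mean replicate inhibition above about 25%, with at least 55% of replicates also reaching it, limit read from the data, passing the limit was not always enough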
Target sequence (Q9H3R0 2-372 limits assumed): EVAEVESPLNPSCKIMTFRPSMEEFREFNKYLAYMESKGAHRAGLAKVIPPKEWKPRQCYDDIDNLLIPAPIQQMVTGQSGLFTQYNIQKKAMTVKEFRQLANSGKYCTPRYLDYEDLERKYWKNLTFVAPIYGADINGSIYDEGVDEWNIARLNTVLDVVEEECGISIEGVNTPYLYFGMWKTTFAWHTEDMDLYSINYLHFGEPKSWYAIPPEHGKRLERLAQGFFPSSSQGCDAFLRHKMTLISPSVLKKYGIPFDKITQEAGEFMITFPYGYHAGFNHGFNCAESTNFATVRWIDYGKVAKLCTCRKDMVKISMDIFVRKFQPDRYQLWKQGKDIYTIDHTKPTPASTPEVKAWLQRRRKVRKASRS
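reagent = H3K9me3 peptide substrate, Fe(II), 2-oxoglutarate | system = GST-tagged GASC-1 (JMJD2C) catalytic fragment, aa 2-372 | amount = enzyme final amount 10 nM | read-out = Fall in 671/618 emission ratio as inhibition | medium = HEPES buffer, pH 7.5, plus ascorbate | schedule = 30 min reaction, 60 min detection, RT | measured by = LANCE TR-FRET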
Starred values were filed as active, the others as inactive; · = not tested or not shown; & = joins results of further samples.

Key to letters – A = Tcruzi prolif; B = C diff HTS; C = Pf Dd2 inh; D = KDM4C inh
SMILES: COc1ccccc1S(=O)(=O)N[C@@H]1CC[C@H](CCNC(=O)C2CCC2)O[C@H]1CO
  A: ·	B: 1.4	C: 10.1	D: -0.3

SMILES: N#C[C@@H]1[C@H](c2ccccc2-c2ccc(F)cc2)[C@H](CO)N1c1ncc(-c2ccccc2)s1
  A: ·	B: -8.7	C: -19.7	D: -4.3

SMILES: COc1cccc(-c2ccc3n(c2=O)C[C@@H]2[C@@H](CO)[C@H](C(=O)NCC4CC4)[C@H]3N2S(C)(=O)=O)c1
  A: 34.6	B: 0.4	C: ·	D: -2.4

SMILES: COc1cccc(-c2ccc(C3[C@H]4CNC[C@@H]3N4Cc3cccnc3)cc2)c1 (stereo partly specified)
  A: ·	B: -3.0	C: -34.3	D: 0.9

SMILES: C[C@@H]1CN([C@H](C)CO)S(=O)(=O)c2ccc(-c3ccccc3F)cc2O[C@@H]1CN(C)Cc1cccnc1
  A: 74.7	B: -4.2	C: -5.4	D: 2.2

SMILES: CCNC(=O)C[C@H]1CC[C@H]2[C@@H](COc3ccc(NC(=O)Nc4ccc(F)cc4)cc3C(=O)N2C)O1
  A: 1.7	B: 1.3	C: 2.0	D: 1.1

SMILES: C[C@H]1CN([C@@H](C)CO)C(=O)c2cccc(N(C)C)c2O[C@@H]1CN(C)S(C)(=O)=O
  A: 56.0	B: 0.5	C: 6.5	D: 0.9

SMILES: CCCNC(=O)N[C@@H]1CC[C@@H](CCn2cc(C3CCCC3)nn2)O[C@H]1CO
  A: -70.4	B: ·	C: 3.6	D: 1.5

SMILES: O=C(C1CCCC1)N1CC(=O)N2[C@H](CO)[C@H](c3ccc(Br)cc3)[C@@H]2C1
  A: ·	B: -2.1	C: 12.3	D: -0.2

SMILES: C[C@H](CO)N1C[C@H](C)[C@H](CN(C)C(=O)CCC(F)(F)F)OCCCC[C@H](C)Oc2ccc(NC(=O)c3ccncc3)cc2C1=O
  A: 39.4	B: -0.2	C: 22.5	D: 1.5

SMILES: C[C@@H]1CN([C@@H](C)CO)C(=O)Cc2cc(N(C)C)ccc2O[C@H]1CN(C)C(=O)Nc1ccc(C(F)(F)F)cc1
  A: 63.8	B: -2.0	C: -11.3	D: -1.5

SMILES: CNC[C@H]1OCCCC[C@@H](C)Oc2ccc(NC(=O)c3ccncc3)cc2C(=O)N([C@H](C)CO)C[C@@H]1C
  A: 35.7	B: 0.3	C: ·	D: 3.1

SMILES: C[C@@H]1CN([C@@H](C)CO)C(=O)CCCn2nncc2CO[C@@H]1CN(C)S(=O)(=O)c1cccc(C#N)c1
  A: -31.6	B: ·	C: -0.4	D: 0.3

SMILES: Cc1noc(C)c1S(=O)(=O)N(C)C[C@H]1OCCCC[C@@H](C)Oc2ccc(NC(=O)Nc3ccccc3)cc2C(=O)N([C@@H](C)CO)C[C@@H]1C
  A: ·	B: -7.5	C: -79.2	D: -1.0

SMILES: CO[C@@H]1CN(C)C(=O)c2ccc(NC(=O)Nc3ccccc3)cc2OC[C@H](C)N(C(=O)Nc2c(C)noc2C)C[C@H]1C
  A: -22.2	B: -11.6	C: 3.4	D: -2.6

SMILES: C[C@@H]1CN([C@@H](C)CO)C(=O)c2cc(NC(=O)Nc3ccc(F)cc3)ccc2O[C@@H](C)CCCCO[C@H]1CN(C)C(=O)c1ccccc1
  A: 68.5	B: 7.2	C: 54.2	D: -0.7

SMILES: C[C@@H]1CN([C@@H](C)CO)C(=O)c2cc(NS(=O)(=O)c3cccs3)ccc2O[C@H]1CN(C)S(=O)(=O)c1cccs1
  A: 48.4	B: ·	C: 5.8	D: -1.1

SMILES: COC(=O)C[C@H]1CC[C@@H]2[C@@H](COc3ccc(NC(=O)c4cc(F)cc(F)c4)cc3C(=O)N2C)O1
  A: -28.2	B: -1.4	C: -5.1	D: -0.8

SMILES: O=S(=O)(c1ccccc1)N1CCCCN2[C@@H](CO)[C@@H](c3ccc(-c4cncnc4)cc3)[C@@H]2C1
  A: -12.3	B: -11.4	C: 7.8	D: 0.5

SMILES: CCCC(=O)Nc1ccc2c(c1)OC[C@@H](C)N(C)C[C@H](C)[C@@H](OC)CN(C)C2=O
  A: 35.7	B: -1.0	C: ·	D: 0.5

SMILES: CNC[C@H]1OCCCC[C@H](C)Oc2ccc(NC(=O)Nc3cccc4ccccc34)cc2C(=O)N([C@H](C)CO)C[C@@H]1C
  A: 25.0	B: -0.2	C: 2.0	D: 1.0

SMILES: O=C(NCC1CC1)[C@@H]1[C@@H](CO)[C@@H]2Cn3c(ccc(C4=CCCCC4)c3=O)[C@H]1N2
  A: 7.1	B: -0.5	C: 11.6	D: -1.0

SMILES: C/C=C/c1ccc2c(c1)O[C@H](CN(C)Cc1ccccc1)[C@H](C)CN([C@@H](C)CO)S2(=O)=O
  A: 62.6	B: 3.9	C: 9.9	D: 7.5

SMILES: C[C@H]1CN([C@@H](C)CO)C(=O)c2cccc(NC(=O)Nc3cccc4ccccc34)c2O[C@@H]1CN(C)S(C)(=O)=O
  A: 18.1	B: 1.2	C: -3.3	D: 0.1

SMILES: C[C@@H]1CN([C@H](C)CO)C(=O)c2cc(NS(C)(=O)=O)ccc2O[C@H]1CN(C)C(=O)Nc1ccc2c(c1)OCO2
  A: -127.4	B: ·	C: 29.5	D: 0.8

SMILES: Cc1noc(C)c1S(=O)(=O)Nc1cccc2c1O[C@H](CN(C)Cc1ccc(C(F)(F)F)cc1)[C@H](C)CN([C@@H](C)CO)C2=O
  A: -19.9	B: 1.1	C: -2.0	D: 2.9

SMILES: CCCNC(=O)Nc1ccc2c(c1)C(=O)N(C)[C@@H]1CC[C@H](CC(=O)O)O[C@@H]1CO2
  A: -25.8	B: -4.1	C: -13.3	D: 3.0

SMILES: CCC(=O)Nc1ccc2c(c1)OC[C@H](C)N(Cc1ccccc1OC)C[C@H](C)[C@@H](OC)CN(C)C2=O
  A: ·	B: 1.0	C: 4.6	D: -0.7

SMILES: CO[C@@H]1CN(C)C(=O)c2ccc(NC(=O)C3CCC3)cc2OC[C@@H](C)N(C(=O)c2ccccc2)C[C@H]1C
  A: 22.2	B: ·	C: ·	D: 0.2

SMILES: COc1ccc(-c2cnc3c(c2)C(=O)N([C@H](C)CO)C[C@@H](C)[C@@H](CN(C)C(=O)Cc2cccnc2)O3)cc1
  A: ·	B: -0.8	C: 12.8	D: -0.2

4 of the compounds above, field by field:
> COc1ccc(-c2cnc3c(c2)C(=O)N([C@H](C)CO)C[C@@H](C)[C@@H](CN(C)C(=O)Cc2cccnc2)O3)cc1
- Tcruzi prolif: ·
- C diff HTS: -0.8
- Pf Dd2 inh: 12.8
- KDM4C inh: -0.2
> C[C@@H]1CN([C@@H](C)CO)C(=O)c2cc(NS(=O)(=O)c3cccs3)ccc2O[C@H]1CN(C)S(=O)(=O)c1cccs1
- Tcruzi prolif: 48.4
- C diff HTS: ·
- Pf Dd2 inh: 5.8
- KDM4C inh: -1.1
> CO[C@@H]1CN(C)C(=O)c2ccc(NC(=O)C3CCC3)cc2OC[C@@H](C)N(C(=O)c2ccccc2)C[C@H]1C
- Tcruzi prolif: 22.2
- C diff HTS: ·
- Pf Dd2 inh: ·
- KDM4C inh: 0.2
> Cc1noc(C)c1S(=O)(=O)Nc1cccc2c1O[C@H](CN(C)Cc1ccc(C(F)(F)F)cc1)[C@H](C)CN([C@@H](C)CO)C2=O
- Tcruzi prolif: -19.9
- C diff HTS: 1.1
- Pf Dd2 inh: -2.0
- KDM4C inh: 2.9

Other results:
Key to letters – A = Tcruzi prolif; B = C diff HTS; C = Pf Dd2 inh; D = KDM4C inh
SMILES: COc1ccc(CN2C[C@@H](O)COC[C@@H]3O[C@H](CC(=O)N(C)C)CC[C@H]32)cc1
  A: 76.8	B: 1.8&-3.2	C: 5.2	D: 0.3

SMILES: Cc1noc(C)c1NC(=O)N(C)C[C@H]1Oc2ccc(NC(=O)Nc3ccc4c(c3)OCO4)cc2C(=O)N([C@@H](C)CO)C[C@H]1C
  A: -22.1	B: 0.5	C: 16.2	D: 0.4

SMILES: COc1ccccc1NC(=O)N1C[C@@H](O)COC[C@@H]2O[C@H](CC(=O)NCc3ccccc3)CC[C@H]21
  A: -90.7	B: 19.6&-0.8	C: 15.8	D: -2.2

SMILES: C/C=C/c1ccc2c(c1)O[C@@H](CN(C)C(C)=O)[C@@H](C)CN([C@H](C)CO)S2(=O)=O
  A: ·	B: -0.3	C: -13.1	D: -1.1

SMILES: COCC(=O)N1CC2(C1)[C@@H](c1ccccc1)[C@H](CO)N2C(=O)c1cccnc1
  A: ·	B: 10.6	C: -29.0	D: -3.4

SMILES: C[C@@H]1CN([C@@H](C)CO)C(=O)c2cccc(NC(=O)CCCCCC(=O)Nc3ccccc3N)c2O[C@H]1CN(C)C(=O)Nc1ccc2c(c1)OCO2
  A: ·	B: -1.5	C: -29.6	D: -0.3

SMILES: CCS(=O)(=O)N1CCC2(CC1)CN(C(=O)Cc1ccccn1)[C@H](CO)c1[nH]c3cc(OC)ccc3c12
  A: ·	B: -1.5	C: -13.9	D: 0.0

SMILES: C[C@@H]1CN([C@H](C)CO)C(=O)c2cccc(NC(=O)CCCCCC(=O)Nc3ccccc3N)c2O[C@@H]1CN(C)C
  A: ·	B: 1.3	C: -42.3	D: -1.1

SMILES: CC(=O)N(C)C[C@H]1Oc2cc(-c3ccccc3)ccc2S(=O)(=O)N([C@H](C)CO)C[C@@H]1C
  A: 42.0	B: -3.4	C: 47.0	D: 2.5

SMILES: C[C@@H]1CN([C@H](C)CO)C(=O)c2cc(C#CC(C)(C)O)cnc2O[C@H]1CN(C)Cc1cccc(F)c1
  A: ·	B: ·	C: 18.1	D: 1.8

SMILES: C[C@@H]1CCCCO[C@@H](CN(C)C(=O)Nc2ccc(F)cc2)[C@@H](C)CN([C@H](C)CO)C(=O)c2cc(NC(=O)Cc3ccccc3)ccc2O1
  A: 55.9	B: 1.3	C: -23.5	D: -1.0

SMILES: O=C(C[C@H]1CC[C@@H](NC(=O)C2CCOCC2)[C@@H](CO)O1)Nc1nccs1
  A: -5.4	B: ·	C: 0.2	D: -1.1

SMILES: CCC(=O)N[C@H]1CC[C@@H](CC(=O)NCC2CCCCC2)O[C@H]1CO
  A: 16.4	B: ·	C: 14.2	D: 7.3

SMILES: Cc1ccc(S(=O)(=O)Nc2ccc3c(c2)C(=O)N([C@@H](C)CO)C[C@@H](C)[C@@H](CN(C)S(C)(=O)=O)O3)cc1
  A: 14.6	B: -1.7	C: 15.3	D: -1.4

SMILES: C[C@H]1CN([C@@H](C)CO)C(=O)c2cccc(NS(C)(=O)=O)c2O[C@@H]1CN(C)Cc1ccc(-c2ccccc2)cc1
  A: 54.7	B: 0.7	C: -84.0*	D: -0.1

SMILES: C[C@H](CO)N1C[C@H](C)[C@H](CN(C)S(=O)(=O)c2ccc(C#N)cc2)Oc2ncc(-c3ccc(F)cc3)cc2C1=O
  A: 7.1	B: 0.0	C: -27.0	D: -0.8

SMILES: CO[C@@H]1CN(C)C(=O)c2cc(NC(=O)NC(C)C)ccc2OC[C@@H](C)N(C)C[C@@H]1C
  A: -27.1	B: -0.1	C: 22.0	D: -0.1

SMILES: C[C@@H]1CN([C@H](C)CO)S(=O)(=O)c2ccc(-c3ccc(C#N)cc3)cc2O[C@@H]1CN(C)C(=O)CN(C)C
  A: 0.5	B: -7.5	C: ·	D: 1.4

SMILES: COCC(=O)Nc1ccc2c(c1)C(=O)N(C)C[C@@H](OC)[C@H](C)CN(C(C)=O)[C@@H](C)CO2
  A: -10.1	B: -2.2	C: 10.7	D: 2.5

SMILES: C[C@H](CO)N1C[C@H](C)[C@H](CN(C)Cc2ccc3c(c2)OCO3)OCCCC[C@H](C)Oc2ccc(NS(=O)(=O)c3ccccc3)cc2C1=O
  A: ·	B: ·	C: -63.8	D: 0.3

SMILES: C[C@@H]1CN([C@H](C)CO)C(=O)c2cc(NS(=O)(=O)c3cn(C)cn3)ccc2O[C@H]1CN(C)S(=O)(=O)c1cccs1
  A: -22.9	B: ·	C: 3.3	D: 2.7

SMILES: C[C@H](O)C#Cc1ccc2c(c1)O[C@@H](CN(C)Cc1cccnc1)[C@@H](C)CN([C@H](C)CO)S2(=O)=O
  A: 43.8	B: -7.2	C: 13.4	D: ·

SMILES: CCS(=O)(=O)Nc1ccc2c(c1)C(=O)N(C)[C@H]1CC[C@@H](CC(=O)NC3CCCCC3)O[C@@H]1CO2
  A: 32.8	B: 6.8	C: 10.9	D: -0.8

SMILES: C[C@@H]1CCCCO[C@@H](CN(C)C(=O)Nc2ccccc2)[C@@H](C)CN([C@H](C)CO)C(=O)c2cc(NC(=O)CCCN(C)C)ccc2O1
  A: 23.8	B: -3.2	C: 23.7	D: 0.5

SMILES: C[C@H]1CN([C@@H](C)CO)C(=O)c2cc(-c3ccncc3)cnc2O[C@@H]1CN(C)C(=O)c1ccccc1F
  A: 74.6	B: -0.3	C: -1.9	D: 6.2

SMILES: C[C@H](CO)N1C[C@H](C)[C@@H](CN(C)S(=O)(=O)c2ccc3ccccc3c2)OCc2cnnn2CCCC1=O
  A: 9.3&0.3	B: 2.4	C: -4.8&-20.1	D: -0.2
